# Source: PubChem BioAssay (The Scripps Research Institute Molecular Screening Center)
# DAX1 inh-1: NR0B1 (DAX1) inhibition. HEK293 Gal4-DAX1 luciferase reporter, luminescence. inhibition, % at 6.75 µM. 340,000 tested, 0.99% active. AID 504766;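 active = inhibition above the mean over all tested compounds plus 3 SD, cut at about 4.2% in these data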;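 also: 0% = DAX1-transfected cells with DMSO and 100% = empty-vector control cells with DMSO; inhibition shows as a rise in luminescence from relieved DAX1 repression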
# PLC-gamma1 inh: PLC-gamma1 (human) inhibition, primary screen; P19174; 370,000 tested, 0.84% active; inhibition, % at 12.2 µM; AID 720700; purified PLC-gamma1, fluorogenic substrate, fluorescence; in the data active = inhibition above about 9.5%
# ssDAF12 agonist: S. stercoralis DAF-12 activation, primary screen | HEK293 ssDAF-12/GRIP1 lit1-tk-luc reporter, luminescence; % of 3 µM dafachronic acid response | activation, % at 6.8 µM | 370,000 tested, 1% active | AID 652126;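 active = activation above the mean over all tested compounds plus 3 SD, cut at about 0.9% in these data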;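 also: 0% = DMSO-only wells and 100% = 3 µM delta7-dafachronic acid wells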
# FXN GAA850 act: frataxin GAA850 promoter activation; 360,000 tested, 0.56% active; HEK293 lucGAA850 FXN promoter luciferase reporter, 24 h; percent of 10 µM SAHA response; AID 540364; activation, % at 6 µM;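 active = activation above the average of all compounds screened plus 3 SD, cutoff fixed separately per campaign, cut at about 7.5% in these data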;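 also: 0% = DMSO wells and 100% = 10 µM SAHA wells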
# ADAM17 inh: inhibits human ADAM17 | P78536 | recombinant ADAM17, EDANS/DABCYL FRET peptide cleavage | inhibition, % at 6.95 µM | 370,000 tested, 0.83% active;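 active = inhibition above the mean of compounds lying between control limits plus 3 SD, set per campaign, cut at about 8.5% in these data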;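 also: 0% = DMSO-only wells as the low control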
# DAX1 inh-2: inhibitors of DAX1 repression of SF-1 activated StAR promoter | 370,000 tested, 1.1% active | HEK293T StAR-luciferase reporter, SF-1/DAX-1 repression relief | AID 652010 | inhibition, % at 6.8 µM;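 active = inhibition above the mean over all tested compounds plus 3 SD, cut at about 3.6% in these data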;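 also: 0% = DAX-1 cells with DMSO and 100% = cells lacking DAX-1 with DMSO; higher inhibition means more luminescence from relief of DAX-1 repression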
# HGIII-sPLA2 inh: Blocks human group III sPLA2 activity; Q9NZ20; QFRET BODIPY PC-A2 liposome hydrolysis, fluorescence; inhibition, % at 12.2 µM; 370,000 tested, 0.56% active; AID 743126;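 active = inhibition above mean plus 3 SD of compounds lying within the high and low control bounds, cut at about 19% in these data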;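 also: 0% = median of test compound wells and 100% = no enzyme DMSO wells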
# ADAM10 inh: inhibits human ADAM10. O14672. recombinant ADAM10, EDANS/DABCYL FRET peptide cleavage, 3 h. inhibition, % at 7 µM. 370,000 tested, 0.62% active;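 active = inhibition above a per-campaign cutoff equal to the mean of compounds falling between control-based bounds plus 3 SD, cut at about 20% in these data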;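 also: 0% = DMSO wells while the 100% control is not disclosed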
# hcDAF12 agonist: activators of H. contortus DAF-12 nuclear receptor; HEK293 hcDAF-12 lit1-tk-luc reporter, luminescence; 0% DMSO, 100% Δ7-dafachronic acid; activation, % at 6.8 µM; 370,000 tested, 1.4% active; AID 652067;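 active = activation above the mean of all tested compounds plus 3 SD, cut at about 5.5% in these data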;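 also: 100% = response to 3 µM Δ7-dafachronic acid high control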
# hgDAF12 agonist: activates the H. glycines DAF-12 receptor ligand-binding domain; 370,000 tested, 1.8% active; HEK293 GAL4-hgDAF12 UAS-luciferase reporter, agonist luminescence; normalized to butyrate control; activation, % at 6.8 µM;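 active = activation above a cutoff set at the mean of all screened compounds plus 3 SD, cut at about 10% in these data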;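 also: 0% = DMSO wells and 100% = sodium butyrate wells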
# PLCb3 inh: PLC-beta3 (human) inhibition, primary screen; 370,000 tested, 0.18% active; Q01970; AID 720704; inhibition, % at 12.2 µM; Purified PLC-beta3, fluorogenic substrate, fluorescence; in the data active = inhibition above about 11%;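 also: 0% = median of compound wells on plate and 100% = full blocker control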
# Target sequence (Q01970 whole entry, looked up): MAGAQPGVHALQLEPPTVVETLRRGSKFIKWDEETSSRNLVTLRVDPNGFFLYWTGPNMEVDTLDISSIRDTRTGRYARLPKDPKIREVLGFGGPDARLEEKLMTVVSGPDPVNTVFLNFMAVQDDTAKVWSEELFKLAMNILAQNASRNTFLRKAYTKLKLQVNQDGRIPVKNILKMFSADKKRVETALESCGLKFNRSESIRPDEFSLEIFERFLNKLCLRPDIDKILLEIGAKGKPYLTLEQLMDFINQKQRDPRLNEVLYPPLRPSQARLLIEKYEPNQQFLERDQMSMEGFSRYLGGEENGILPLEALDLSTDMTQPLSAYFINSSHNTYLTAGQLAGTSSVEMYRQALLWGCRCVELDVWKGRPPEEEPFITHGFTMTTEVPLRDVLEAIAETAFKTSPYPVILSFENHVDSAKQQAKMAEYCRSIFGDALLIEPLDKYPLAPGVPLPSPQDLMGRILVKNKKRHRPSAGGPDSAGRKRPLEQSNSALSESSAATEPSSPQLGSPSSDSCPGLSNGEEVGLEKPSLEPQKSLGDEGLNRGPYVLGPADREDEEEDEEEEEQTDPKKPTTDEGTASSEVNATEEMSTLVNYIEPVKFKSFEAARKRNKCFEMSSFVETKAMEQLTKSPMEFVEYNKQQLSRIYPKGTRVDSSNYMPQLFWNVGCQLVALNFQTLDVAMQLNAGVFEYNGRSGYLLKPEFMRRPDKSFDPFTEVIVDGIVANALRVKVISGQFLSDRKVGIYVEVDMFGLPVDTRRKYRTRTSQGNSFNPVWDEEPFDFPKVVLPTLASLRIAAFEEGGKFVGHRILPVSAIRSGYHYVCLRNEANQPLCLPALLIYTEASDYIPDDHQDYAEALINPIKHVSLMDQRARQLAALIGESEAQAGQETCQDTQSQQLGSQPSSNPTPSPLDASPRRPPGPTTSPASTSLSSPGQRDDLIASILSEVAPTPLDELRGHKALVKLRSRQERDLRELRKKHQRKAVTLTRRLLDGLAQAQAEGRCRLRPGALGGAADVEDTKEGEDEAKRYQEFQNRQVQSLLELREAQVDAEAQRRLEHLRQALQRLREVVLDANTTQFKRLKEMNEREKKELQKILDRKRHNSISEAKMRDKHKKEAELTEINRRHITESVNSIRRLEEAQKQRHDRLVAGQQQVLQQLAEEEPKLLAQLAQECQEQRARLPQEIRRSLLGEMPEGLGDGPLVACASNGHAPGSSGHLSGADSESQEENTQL
# * = called active by the depositor; i = inactive; . = no result given.
SMILES,DAX1 inh-1,PLC-gamma1 inh,ssDAF12 agonist,FXN GAA850 act,ADAM17 inh,DAX1 inh-2,HGIII-sPLA2 inh,ADAM10 inh,hcDAF12 agonist,hgDAF12 agonist,PLCb3 inh
CCc1c(C)nc2cc(-c3cccs3)[nH]n2c1=O,0.4,-18,-1.4,0.9,-29,1.4,3,-82,0.2,5.9,-27
O=CNc1ccccc1,0.4,2,-0.9,-0.5,-9,0.3,8,-10,1.3,1.7,0
O=C(O)C(F)(F)C(NCc1ccccc1)c1ccccc1 (centres undefined),0.5,2,-1.3,-0.3,-3,0.5,1,-1,0.0,1.0,-9
O=C(Cc1cc(=O)[nH][nH]1)N/N=C/c1ccccc1[N+](=O)[O-],-1.2,4,-0.6,0.4,0,0.4,-18,2,-0.4,0.0,-1
COC(=O)c1ccc(C2N=C(c3cccs3)CC(c3ccccc3O)N2)cc1 (centres undefined),0.3,-157,-1.8,3.3,-29,-1.3,-21,-62,2.6,3.9,-218
O=C(NC1CCCCC1)C1CCN(S(=O)(=O)c2cccc3nonc23)CC1,0.2,8,-1.1,0.5,-3,0.0,7,10,0.0,-1.9,1
COc1cc(NC(=O)c2c(Cl)cnn2C)c(OC)cc1Cl,1.4,3,-0.7,-1.6,-1,-0.2,1,-9,-2.6,-0.2,3
Cc1cc(C)n(C(=O)CNC(=O)COc2ccccc2)n1,1.4,3,-0.9,-1.8,-3,0.0,-3,-2,-2.0,-2.7,2
O=C(Cc1c(F)cccc1Cl)Nc1ccc(S(=O)(=O)N2CCCC2)cc1,-0.7,1,-1.4,2.7,-3,-3.7,-17,-11,-0.4,-0.5,-7
O=S(=O)(c1ccc(Cl)s1)N1CCC(c2cn3ccccc3n2)CC1,.,-77,-1.2,.,-51,-0.2,-11,-160,-2.1,-0.9,-99
O=C(c1ccccc1)c1c(-c2ccccc2)[nH]n(-c2ccccc2)c(=O)c1=O,0.3,-1,-1.5,-1.0,2,-0.2,0,0,-2.1,0.3,-6
O=C(CCS(=O)(=O)c1ccccc1)Nc1cc(Cl)ccc1F,.,4,-1.2,.,2,-0.6,-3,2,-1.4,-2.9,2
CC1CCN(CC(=O)Nc2ccc(S(=O)(=O)N3C(C)CCCC3C)cc2)CC1 (centres undefined),1.1,-1,-1.6,1.2,-1,0.3,-9,5,-1.0,-3.1,-5
COCCNc1nc(SCC(=O)N2CCN(c3ccccc3OC)CC2)nc2ccccc12,-0.7,1,-1.9,1.0,-1,-0.6,1,-2,-2.9,-3.5,-1
CC#CC[N+](C)(C)CCCCCCCC,-1.7,1,-1.8,1.2,-5,-0.6,8,-13,-0.3,0.6,-4
COc1ccc(NC(=O)c2sccc2SCC#N)cc1,1.3,2,-1.4,2.9,-1,0.0,5,0,0.2,5.8,5
COc1ccccc1C(=O)C1CCCN(C(=O)c2snnc2C)C1 (centres undefined),0.0,0,-1.7,0.0,-6,0.1,4,8,-0.9,0.4,-2
O=C(CCS(=O)(=O)c1cccc2nonc12)Nc1cccc2c1CCCC2,0.8,2,-0.3,0.9,-6,0.2,2,2,0.6,0.7,-2
O=C(/C=C/c1ccc2c(c1)OCO2)c1ccc(O)cc1O,-1.3,-13,-0.3,2.3,9.3*,1.6,-26,1,1.6,8.0,-21
COC(=O)c1ccc(/C=C/C(=O)c2ccc(OC)cc2)cc1,0.5,-2,-1.7,5.2,-3,-0.8,2,3,-0.9,-0.7,-1
CC(=O)NCc1ccc(C(=O)CCl)s1,-0.1,5,-0.5,-1.0,0,-0.7,5,5,2.9,-0.8,2
CCN1C(=O)N[C@H](c2ccc(Br)cc2)C(C(C)=O)=C1C,0.3,-2,-1.3,0.7,-1,-0.2,-2,-8,-0.3,-1.1,-3
Cc1ccc2c(=O)n3c(nc2c1)C(Cc1ccccc1)NC(=O)c1ccc(Cl)cc1-3 (centres undefined),.,-1,-0.8,.,0,-0.2,-6,3,-1.0,-0.6,0
COC(=O)C1CC(=O)c2ccsc2C1 (centres undefined),0.6,-5,-1.2,-0.1,0,-0.5,1,-4,-2.3,0.7,-6
Cc1ccc(-c2noc(CN3CCN(Cc4ccccc4)CC3)n2)cc1,-0.7,-1,-1.8,0.6,-2,-0.7,0,3,-2.0,0.2,0
O=C(CSc1ccc(F)cc1)Nc1ccc(N2CCOCC2)cc1,0.0,4,-1.2,3.7,-4,-1.8,-10,-1,-1.6,5.3,-8
CCOC(=O)C1CCN(C(=O)N(CC)CC)CC1,0.8,6,-0.4,0.4,3,-0.1,3,0,-2.3,-1.6,3
O=C(C1CCN(S(=O)(=O)N2CCOCC2)CC1)N1CCc2ccccc21,.,-3,-0.1,.,-5,-0.4,1,-6,4.9,1.0,2
COCCCNC(=O)CCc1nnc2ccc(N3CCC(C)CC3)nn12,2.6,-1,-0.9,1.8,2,0.0,1,-1,0.1,-1.0,-5
S=C(NCCCN1CCOCC1)Nc1ccc(N2CCOCC2)cc1,2.8,3,-2.1,0.6,-2,-1.0,5,-4,-1.0,-3.0,2
CCCCC[C@H]1CN(CCCC)C(=O)[C@@H]1CC(=O)NCc1ccccc1,0.2,1,-1.0,0.7,-5,-0.1,-5,4,0.1,-1.8,2
COc1ccc(NC(=O)CCC(=O)OCc2ccc([N+](=O)[O-])cc2)cc1,0.1,-2,-1.5,1.7,-1,-0.3,4,-4,1.3,-2.6,2
O=C(CC1CCCC1)Nc1cc(C(F)(F)F)ccc1-n1cncn1,0.5,-2,-0.3,0.9,-1,0.4,-2,-3,1.6,4.7,-5
COc1cc(OC)cc(C(=O)NC2CCSC2=O)c1 (centres undefined),3.2,-1,-1.2,-3.2,-3,-0.1,-1,-6,-0.5,-0.6,2
O=C1C(Cl)=C(NC2CCCCC2)C(=O)N1c1ccc(Cl)cc1,-1.0,2,-1.0,5.5,1,-0.7,0,11,1.1,4.3,-6
Cc1occc1-c1nnc(SCC(=O)NC(=O)NC(C)C)n1N,-0.5,0,-1.2,0.8,-3,0.7,2,-7,-1.9,0.2,-2
O=C(CN1C(=O)COc2ccc(S(=O)(=O)N3CCOCC3)cc21)NCc1ccccn1,2.3,1,-1.3,1.1,-3,-0.3,0,-2,-2.0,-2.5,-5
O=C(N/N=C/c1ccccn1)c1cc(-c2ccc3ccccc3c2)n[nH]1,1.4,0,0.2,2.4,0,3.3,-3,9,4.6,22*,-3
CSc1nnc(C2CCCN2)n1C (centres undefined),1.1,3,-0.8,3.0,1,-0.2,5,7,0.1,0.3,0
COCCNC(=O)CSc1nc2ccccc2c(=O)n1CCCC(=O)NCc1ccccc1,1.2,8,-1.9,0.3,-3,-0.4,4,-2,-2.4,-0.1,-1
NC(=O)C1Cc2ccccc2CN1C(=O)c1cccc(Oc2ccccc2)c1 (centres undefined),-0.7,2,-1.4,0.5,2,-0.5,-6,11,-0.4,-2.2,-2
CCN1CCN(Cc2nc3c(c(=O)n(C)c(=O)n3C)n2CC(=O)c2ccccc2)CC1,0.9,-2,-1.2,0.7,0,0.4,0,-11,0.3,3.6,-4
O=C(CC1SC2=NCCN2C1=O)Nc1ccc(Br)cc1 (centres undefined),1.6,3,-1.6,0.2,4,-0.6,1,9,-1.0,0.7,2
CC(C)(O[C@@H]1O[C@H](CO)[C@@H](O)[C@H](O)[C@H]1O)[C@H]1Cc2cc3ccc(=O)oc3cc2O1,1.5,-270,-1.1,1.8,i,-0.4,2,i,-1.2,0.2,-338
Cc1c(C(=O)NCc2cccs2)sc(=O)n1Cc1ccc(S(=O)(=O)N(C)C)cc1,.,0,-1.5,0.3,1,-3.1,-1,-9,-2.4,0.0,1

# Two entries picked at random from those above, as already listed:
SMILES,DAX1 inh-1,PLC-gamma1 inh,ssDAF12 agonist,FXN GAA850 act,ADAM17 inh,DAX1 inh-2,HGIII-sPLA2 inh,ADAM10 inh,hcDAF12 agonist,hgDAF12 agonist,PLCb3 inh
CCCCC[C@H]1CN(CCCC)C(=O)[C@@H]1CC(=O)NCc1ccccc1,0.2,1,-1.0,0.7,-5,-0.1,-5,4,0.1,-1.8,2
COc1ccc(NC(=O)CCC(=O)OCc2ccc([N+](=O)[O-])cc2)cc1,0.1,-2,-1.5,1.7,-1,-0.3,4,-4,1.3,-2.6,2

# Next results follow:
SMILES,DAX1 inh-1,PLC-gamma1 inh,ssDAF12 agonist,FXN GAA850 act,ADAM17 inh,DAX1 inh-2,HGIII-sPLA2 inh,ADAM10 inh,hcDAF12 agonist,hgDAF12 agonist,PLCb3 inh
Cc1ccc(S(=O)(=O)n2cnc3cc([N+](=O)[O-])ccc32)c(C)c1C,-0.1,2,-0.2,1.1,-4,-0.1,1,-4,0.7,-1.1,2
COc1cc(S(=O)(=O)N(Cc2ccccc2)Cc2ccccn2)ccc1-n1cnnn1,1.5,-1,-1.5,-0.4,-4,-0.1,1,1,-1.4,-1.6,0
O=C(Nc1c(Cl)ccc2nsnc12)c1ccc([N+](=O)[O-])o1,-0.5,-1,-0.4,2.7,-1,-7.8,3,2,2.8,-3.2,-4
CC1C(=O)C(C)C(c2ccco2)NC1c1ccco1 (centres undefined),-0.6,0,0.5,2.0,-3,0.2,7,-4,-2.8,-2.1,1
COc1ccc(NC(=O)CSc2nc(=O)n(CCN(C)C)c3c2CCCC3)cc1OC,-0.9,5,-1.0,0.1,-3,-0.5,12,0,0.0,-0.3,-1
CCOC(=O)c1sc(N(Cc2ccccc2)C(=O)COC(=O)c2cnccn2)nc1C,-0.4,-2,-1.8,5.7,1,0.3,-3,3,-1.1,-0.3,-4
Oc1ccc(-c2csc(-c3cccnc3)n2)cc1O,1.1,4,0.3,14*,1,1.1,-11,10,-0.2,13*,-5
CC(/C=N/n1c(-c2ccco2)n[nH]c1=S)=C\c1ccccc1,0.9,3,-0.4,3.4,7,0.0,6,1,-2.0,-5.7,4
Nc1[nH]c(C(=O)c2ccc(Br)cc2)c(-c2cccc3ccccc23)c1C(=O)NCCc1c[nH]c2ccccc12,.,-7,0.8,.,-1,0.3,-21,-14,0.9,2.1,-10
O=C(O)C(Cc1c[nH]c2ccccc12)NS(=O)(=O)c1ccc(F)cc1 (centres undefined),0.4,-3,-0.5,0.9,-3,-0.2,-44,-7,3.0,2.4,-3
O=C1c2ccccc2NC(c2ccc(F)cc2)N1Cc1ccccc1 (centres undefined),0.0,-270,-1.5,-0.6,-324,0.2,-5,i,-0.6,-1.1,-412
O=C(O)c1ccc(S(=O)(=O)N(Cc2ccc(F)cc2)C2CCCCC2)cc1,1.5,3,-0.5,-0.3,-4,-1.4,2,5,-3.0,-7.7,-4
CCC(C)NC(=S)N(CCc1ccccc1)Cc1cc2cc(OC)c(OC)cc2[nH]c1=O (centres undefined),0.0,-5,-0.9,-1.4,-19,-0.4,20*,-83,-1.6,2.9,-14
CC(C)(C)C1CCc2[nH]nc(C(=O)O)c2C1 (centres undefined),0.5,15*,-1.5,-2.0,6,1.3,1,5,0.2,2.2,10
COc1cc(-c2nc(-c3ccc(NC(=O)c4ccc(Br)o4)cc3)no2)cc(OC)c1OC,0.0,-1,-1.1,-4.8,-4,1.0,1,-7,1.3,4.0,0

# Hits appear at their usual frequency. About 6.9% of those tested had a hit in this group.
